# Dicer processing = human Dicer pre-microRNA cleavage inhibition; 6% of 47,000 active; z-score at 25 µM; Q9UPY3; cat-ELCCA pre-miR-21 Dicer processing, chemiluminescence; stronger effect = higher value; in the data active = z-score above about 3, passing the limit was not always enough;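 note: plate controls were vehicle for no effect and no enzyme for full effect; higher signal means more uncleaved substrate so more Dicer inhibition; strong numbers were not always called active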
# * = called active by the depositor. These rows are one share of the data; count on the stated rates, not on these rows.
CCc1ccc(C2C3=C(Nc4c2c(=O)[nH]c(=O)n4C)c2ccccc2C3=O)cc1 (stereo not given)
  Dicer processing: 7.13

COc1ccc(S(=O)(=O)N[C@@H](CC(C)C)C(=O)O)cc1
  Dicer processing: 1.51

CCOC(=O)Oc1ccc2c(=O)c(Oc3cc(C)cc(C)c3C)coc2c1
  Dicer processing: -1.04

CCOC(=O)CSc1nc2c(c(=O)n1CC)C1(CCCCC1)Cc1ccccc1-2
  Dicer processing: 0.85

COC(=O)COC(=O)c1ccc(Oc2nc(OC)nc(N(C)C)n2)cc1
  Dicer processing: -0.17

CNC(=O)N1CCC(C(=O)c2c(C)c(C)c(C)c(C)c2C)CC1
  Dicer processing: -0.96

COC(=O)c1cccc([N+](=O)[O-])c1C(=O)OC
  Dicer processing: -0.93

Cc1cc(=O)n2c(n1)NC(=NCc1ccccc1)NC2c1ccccc1 (stereo not given)
  Dicer processing: 1.7

O=S(=O)(c1ccc(-c2ccccc2)cc1)N1CCSC1c1ccccc1 (stereo not given)
  Dicer processing: 3.84*

c1ccc2oc(NC3=NCN(Cc4ccc5c(c4)OCO5)CN3)nc2c1
  Dicer processing: 2.26

N#CC1=C(SCC(=O)Nc2ccc(Br)cc2)NC(=O)CC1c1ccco1 (stereo not given)
  Dicer processing: 0.06

O=C(O)CCc1nc(-c2ccccc2)c(-c2ccccc2)o1
  Dicer processing: 1.51

Cn1c(=O)c2c(ncn2C)n(C)c1=O
  Dicer processing: -0.28

Cc1cc2n(n1)C(c1ccccc1F)Nc1c(C)cccc1-2 (stereo not given)
  Dicer processing: 0.62

Nc1nn(-c2ccccc2Cl)cc1-c1nn[nH]n1
  Dicer processing: -0.19

CSc1c(-c2cccs2)c(N)nn1S(=O)(=O)c1ccccc1
  Dicer processing: 3.94*

CCOC(=O)c1nc(COc2ccccc2Cl)[nH]c(=O)c1C
  Dicer processing: -0.6

CSc1nc(N)nc(COc2ccccc2Cl)n1
  Dicer processing: 0.57

CCNC(=O)Nc1nc2ccccc2s1
  Dicer processing: 4.41*

CCOc1nc2c(c(-c3ccc(OC)cc3)c1C#N)Cc1ccccc1-2
  Dicer processing: -1.64

# Individual results from the entries so far.
# Under Dicer processing, `CCNC(=O)Nc1nc2ccccc2s1` has the entry 4.41*
# Under Dicer processing, `CCOc1nc2c(c(-c3ccc(OC)cc3)c1C#N)Cc1ccccc1-2` has the entry -1.64

# Next entries follow:
CC(C)(C)c1ccc(-c2nc(-c3cccnc3)no2)cc1
  Dicer processing: 0.2

Cc1cc(-c2ccccc2)n2ncc(-c3cccc(Br)c3)c2n1
  Dicer processing: -0.05

COc1ccc(C2CC(c3cc(Cl)ccc3O)=NN2)cc1OC (stereo not given)
  Dicer processing: 4.39*

Cc1nn(-c2ccccc2)c(NCCO)c1[N+](=O)[O-]
  Dicer processing: 0.55

COc1cccc(OC)c1C(=O)Oc1ccc2c(=O)c(Oc3ccccc3Br)coc2c1
  Dicer processing: 2.48

Cc1n[nH]c(C)c1Sc1nnc(C(F)(F)F)n1C
  Dicer processing: -0.2

CN(C)C(=S)SCc1ccc(C(=O)Oc2c(Cl)cccc2Cl)cc1
  Dicer processing: 0.48

CN(C)CCCCCCOc1ccc2c(c1)CCC1C2CCC2(C)C(=O)CCC12 (stereo not given)
  Dicer processing: -0.13

CN=Cc1cc(-c2ccccc2)oc1S
  Dicer processing: 18.3

Cc1ccc(C)c(OCc2nc(-c3ccncc3)no2)c1
  Dicer processing: 1.53

# 11 compounds out of the list, sorted by count of non-hydrogen atoms, low to high:
Cn1c(=O)c2c(ncn2C)n(C)c1=O
  Dicer processing: -0.28

CCNC(=O)Nc1nc2ccccc2s1
  Dicer processing: 4.41*

Cc1n[nH]c(C)c1Sc1nnc(C(F)(F)F)n1C
  Dicer processing: -0.2

Cc1nn(-c2ccccc2)c(NCCO)c1[N+](=O)[O-]
  Dicer processing: 0.55

CC(C)(C)c1ccc(-c2nc(-c3cccnc3)no2)cc1
  Dicer processing: 0.2

CSc1c(-c2cccs2)c(N)nn1S(=O)(=O)c1ccccc1
  Dicer processing: 3.94*

Cc1cc(-c2ccccc2)n2ncc(-c3cccc(Br)c3)c2n1
  Dicer processing: -0.05

CN(C)C(=S)SCc1ccc(C(=O)Oc2c(Cl)cccc2Cl)cc1
  Dicer processing: 0.48

CCOc1nc2c(c(-c3ccc(OC)cc3)c1C#N)Cc1ccccc1-2
  Dicer processing: -1.64

CN(C)CCCCCCOc1ccc2c(c1)CCC1C2CCC2(C)C(=O)CCC12 (stereo not given)
  Dicer processing: -0.13

COc1cccc(OC)c1C(=O)Oc1ccc2c(=O)c(Oc3ccccc3Br)coc2c1
  Dicer processing: 2.48

# The list goes on:
O=C(O)CSCC(=O)NC1CCN(Cc2c(F)cccc2Cl)CC1
  Dicer processing: 0.47

Cc1ccccc1C1C(C#N)=C2N=C(N)c3ccccc3N2C2=C1C(=O)CCC2 (stereo not given)
  Dicer processing: 1.02

CC(C)N1CCN(c2ccc(OC[C@H]3CO[C@](Cn4cncn4)(c4ccc(Cl)cc4Cl)O3)cc2)CC1
  Dicer processing: 5.13

COc1cc2c(C)[nH]c(=O)c([N+](=O)[O-])c2cc1OC
  Dicer processing: -1.7

CSC(=NC12CC3CC(CC(C3)C1)C2)NN
  Dicer processing: 0.47

CCNc1nc(NCC)nc(Oc2ccc(=O)[nH]n2)n1
  Dicer processing: 0.43

c1ccc(CN2CCCN(Cc3ccccc3)C2c2ccco2)cc1
  Dicer processing: 1.18

C=CCSc1nnc(-c2cc(OCC(F)(F)F)nc(OCC(F)(F)F)c2)n1Cc1ccco1
  Dicer processing: -0.76

CC(=O)O[C@H]1C[C@@H]2CC[C@@H]3[C@H](CC[C@@]4(C)[C@H]3C[C@H]([N+]3(C)CCCCC3)[C@@H]4OC(C)=O)[C@@]2(C)C[C@@H]1N1CCCCC1
  Dicer processing: -0.13

COc1ccc(C2c3c(oc4ccc(C)cc4c3=O)C(=O)N2c2nccs2)cc1OC (stereo not given)
  Dicer processing: 2.48

Cc1nn(C)c(C)c1NC(=O)/C(C#N)=C\N(C)C
  Dicer processing: -0.95

CSc1nc(-c2ccccc2)c(C#N)c(=O)n1C
  Dicer processing: 0.85

CC1(C)Cc2c(C#N)c(SCc3ccccc3)nc(N3CCCC3)c2CO1
  Dicer processing: -1.5

CC1CCc2c(sc3nc(SC(C)C)nc(NCc4ccccc4)c23)C1 (stereo not given)
  Dicer processing: -0.04

Clc1ccc(N=C2c3ccccc3CN2c2ccc(Cl)cc2)cc1
  Dicer processing: 0.16

Cc1ccccc1-c1ncc(-c2ccc(Br)cc2)o1
  Dicer processing: -1

CCNS(=O)(=O)c1cccc2c(N)cccc12
  Dicer processing: -3.55

Cn1nc(NC(=O)CC23CC4CC(CC(C4)C2)C3)c2c(F)cccc21
  Dicer processing: 0.55

Cc1ccn2c(-c3csc(Nc4ccc(S(=O)(=O)Nc5cc(C)on5)cc4)n3)c(C)nc2c1
  Dicer processing: 2.66

Cc1ccc(NNC(=O)CCc2ccccc2)cc1Cl
  Dicer processing: -0.78

COc1cc(C(SCC(=O)O)SCC(=O)O)cc(OC)c1OC
  Dicer processing: -0.07

# Screening results (PubChem)
